SENP7 block: SENP7 protease inhibition | Q9BQF6 | recombinant SENP7, Z-RLRGG-aminoluciferin luminescence, 40 min | inhibition, % at 5 µM | 1.5% of 330,000 active | AID 434973;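 active = inhibition above about 50% at the single test dose, limit read from the data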;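 note: plate controls were DMSO with enzyme for no effect and no enzyme buffer wells for full effect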
Target sequence (Q9BQF6 706-1050 limits assumed): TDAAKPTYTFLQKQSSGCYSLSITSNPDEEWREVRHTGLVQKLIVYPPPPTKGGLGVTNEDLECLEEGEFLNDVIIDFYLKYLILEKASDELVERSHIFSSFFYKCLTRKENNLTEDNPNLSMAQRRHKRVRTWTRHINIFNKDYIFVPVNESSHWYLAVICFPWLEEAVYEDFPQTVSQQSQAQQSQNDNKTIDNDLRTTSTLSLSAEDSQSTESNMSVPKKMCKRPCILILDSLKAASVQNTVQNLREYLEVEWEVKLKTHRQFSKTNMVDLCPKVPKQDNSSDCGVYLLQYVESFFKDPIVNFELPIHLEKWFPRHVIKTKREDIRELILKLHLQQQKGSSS
SENP8 block-1: blocks human SENP8 cleavage of Nedd8 substrate | 0.64% of 360,000 active | recombinant SENP8, Nedd8 substrate fluorescence | Q96LD8 | AID 602440 | inhibition, % at 20 µM; in the data active = inhibition mostly above about 40%, no sharp cut-off; inactive = mostly below about 27%
HKDC1 inh: blocks human hexokinase HKDC1 activity. Q2TB90. recombinant HKDC1, G6PDH/diaphorase resazurin coupled fluorescence. inhibition, % at 20 µM. 0.16% of 340,000 active;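 active = inhibition above about 35% when tested at 20 µM, limit read from the data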;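 note: plate controls were DMSO wells with enzyme for no effect and DMSO wells lacking enzyme for full effect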
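Test system: HK5 enzyme. Quantity: 5 µg/mL HK5 final. Reagent: glucose and ATP substrates. Schedule: 90 min reaction incubation at room temperature, dark. Technique: resazurin-to-resorufin fluorescence via G6PDH and diaphorase coupling, 525/613 nm. Control set: DMSO wells with and without enzyme mix.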
SENP6 block: inhibitors of human SENP6 protease | Recombinant SENP6 catalytic domain, aminoluciferin luminescence | inhibition, % at 10 µM | 1.8% of 330,000 active | AID 2599;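 active = inhibition above about 50% at the single tested dose, limit read from the data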;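 note: plate controls were DMSO wells with enzyme for no effect and DMSO wells lacking enzyme for full effect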
Target sequence (Q9GZR1 628-1112 limits assumed): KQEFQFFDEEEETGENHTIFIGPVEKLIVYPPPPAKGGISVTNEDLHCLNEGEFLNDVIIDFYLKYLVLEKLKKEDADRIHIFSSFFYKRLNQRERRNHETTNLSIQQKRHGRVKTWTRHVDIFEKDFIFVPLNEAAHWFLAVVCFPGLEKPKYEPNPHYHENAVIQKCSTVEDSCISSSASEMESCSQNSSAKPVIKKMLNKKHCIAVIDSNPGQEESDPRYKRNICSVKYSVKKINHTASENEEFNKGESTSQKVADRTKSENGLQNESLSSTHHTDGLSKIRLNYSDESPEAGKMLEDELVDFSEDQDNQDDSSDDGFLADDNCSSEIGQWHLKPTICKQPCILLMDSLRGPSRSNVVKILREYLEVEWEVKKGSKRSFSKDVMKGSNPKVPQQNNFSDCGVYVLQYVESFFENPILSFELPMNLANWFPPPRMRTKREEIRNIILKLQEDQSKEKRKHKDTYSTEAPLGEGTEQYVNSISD
SENP8 block-2: SENP8 protease inhibition; Q96LD8; purified SENP8, Z-RLRGG-aminoluciferin cleavage, luminescence; inhibition, % at 10 µM; 1.2% of 330,000 active; AID 2540; in the data active = inhibition above about 50%
PfG6PD inh: PfG6PD (Plasmodium falciparum) enzyme inhibition; PfGluPho enzyme, NADPH resazurin-diaphorase fluorescence; inhibition, % at 20 µM; 0.78% of 350,000 active; AID 504690;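 active = inhibition reaching at least a set limit at 20 µM in the primary screen, cut at about 59% in these data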;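 note: 0% = DMSO wells with substrate and 100% = DMSO wells lacking glucose-6-phosphate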
SENP1 FRET inh: SENP1 (human) catalytic domain inhibition; 0.21% of 360,000 active; Q9P0U3; recombinant SENP1 catalytic domain, CyPet-SUMO1-YPet FRET cleavage; inhibition, % at 10 µM;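 active = inhibition at least 30% at 10 µM, raw YFP signal under a set limit, fluorescence ratio 0.5 to 1.5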;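 note: 0% = enzyme with DMSO and 100% = no enzyme wells; some results filed as inactive read as strong as hits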
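system = hSENP1 catalytic domain, recombinant | reagent = SFCypet-SUMO1-SFYpet substrate at 25 nM | doses = one dose per compound, 10 µM, 0.5% DMSO | incubation = enzyme reaction for 50 min at room temperature, dark | measured by = FRET, CFP and YFP emission | controls = no-enzyme low, enzyme-DMSO high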
UBC13 inh: human UBC13 polyubiquitination inhibition. P61088. UBC13 polyubiquitin chain formation, TR-FRET. inhibition, % at 20 µM. 0.47% of 330,000 active; in the data active = inhibition above about 45%, passing the limit was not always enough
Target sequence (P61088 whole entry, looked up): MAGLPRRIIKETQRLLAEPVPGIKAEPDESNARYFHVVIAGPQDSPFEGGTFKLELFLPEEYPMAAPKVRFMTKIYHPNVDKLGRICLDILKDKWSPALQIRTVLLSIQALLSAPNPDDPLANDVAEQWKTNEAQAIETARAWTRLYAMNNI
MIN6 prolif: induces beta-cell replication in MIN6 cells. MIN6 cells proliferation, ATPlite luminescence, 48 h; cells starved in 0.2% serum; 100% = growth in 10% serum. proliferation, % at 10 µM. 0.29% of 330,000 active. AID 2380;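 active = compounds whose signal lies at least 3.5 SD above the mean of all wells on their plate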;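 note: 0% = DMSO-treated cells in low-serum medium and 100% = 10% serum control; some compounds called inactive have numbers as strong as hits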
Active calls of the source: *; . = no result given. Compounds were not picked by outcome (roughly 4% active in at least one column).

SMILES	SENP7 block	SENP8 block-1	HKDC1 inh	SENP6 block	SENP8 block-2	PfG6PD inh	SENP1 FRET inh	UBC13 inh	MIN6 prolif
COc1ccc(C(C(=O)NCC2CCCO2)N(Cc2ccco2)C(=O)c2snc(C(N)=O)c2N)cc1OC (stereo not drawn)	-1	-268	-5	4	5	-4	-3	5	-1
CN(Cc1ccccc1)CC(O)COc1ccc(CNCc2ccc(Cl)s2)cc1 (stereo not drawn)	-5	10	-9	-16	-3	3	0	14	-5
CCOC(=O)NC1CCS(=O)(=O)C1 (stereo not drawn)	-3	2	-6	-10	5	-9	1	7	-3
O=C(Nc1nc2ccccc2[nH]1)c1ccccc1	93*	1	4	96*	90*	15	12	-1	-5
O=C(CSc1n[nH]c(-c2ccccn2)n1)Nc1ccccc1	-14	0	-2	-15	-12	-2	0	-18	-6
O=C1c2ccccc2-c2ncnc3c(N4CCOCC4)cc(N4CCOCC4)c1c23	0	27	21	9	-3	45	19	-464	2
CC1(C)O[C@H]2CC(=O)OC[C@]23[C@H]2CC[C@@]4(C)[C@H](c5ccoc5)OC(=O)[C@H]5O[C@]54[C@]2(C)[C@@H](O)C[C@@H]13	-5	19	-4	-8	7	2	2	4	1
Cc1cccc(CNc2ncnc3ccc(-c4ccc5c(c4)OCCO5)cc23)c1	8	-489	-10	-3	-11	-16	-1	9	-7
O=C(Nc1ccc2c(c1)OCCO2)c1cccc(S(=O)(=O)N2CCCCC2)c1	-14	22	-6	-18	0	11	2	8	1
COc1ccc(C2=NOC(Cn3nc(C(=O)NCc4ccccc4OC)cc3-c3ccccc3)C2)cc1 (stereo not drawn)	3	7	5	-7	6	-4	2	-9	-2
Cc1nnc(Oc2ccccc2F)c2ccccc12	-3	25	4	9	-3	-1	1	2	2
O=C1c2ccccc2[C@@H]2C[C@H]3O[C@H]3CCN12	1	-57	-4	.	.	-8	-3	.	.
CCn1c(SCC(=O)Nc2cc(C)on2)nc2c(c1=O)SC(C)C2 (stereo not drawn)	-8	18	-3	-13	-8	-20	3	-7	-1
Cc1cc(NC(=O)NC2CC(=O)N(c3ccc4c(c3)OCCO4)C2)no1 (stereo not drawn)	3	17	2	-6	0	18	1	6	0
CCc1ccc(CNC(=O)c2ccc(NC(=O)C3=CSCCO3)cc2)cc1	5	4	-4	-2	4	1	-2	-11	2
CCn1nnnc1SCC(=O)Nc1ccc2c(c1)OCO2	3	13	-1	-4	-5	1	3	5	0
Cc1ccc(C)c(NC(=O)c2cc(S(=O)(=O)N3CCOCC3)cn2C)c1	-15	10	-3	-29	-7	-10	2	-3	2
C=CCn1c[n+](CC(=O)c2ccc(Br)s2)c2ccccc21	-6	10	-9	18	-2	1	6	21	3
Cc1ccc(NC(=O)/C(=C/c2ccco2)c2ccccc2)c(C)c1	-11	-11	9	-20	-12	10	-9	-8	-1
CSc1ccc(S(=O)(=O)N2CCC(C(=O)NCC3CCCO3)CC2)cc1 (stereo not drawn)	5	-5	-3	-13	-2	17	1	4	-1
COc1ccccc1OCC(=O)Nc1ccc2c(c1)OCO2	6	0	-3	-15	-2	18	-6	5	-2
CCOC(=O)C1=C(N)Oc2ccc3ccccc3c2C1c1ccc(O)cc1 (stereo not drawn)	-6	18	1	-20	-10	-13	1	15	-4
CN1/C(=C\C(=O)c2cccnc2Cl)C(C)(C)c2ccccc21	-6	-67	-6	-12	2	-3	-28	3	-4
CCCN(C(=O)CCSc1ccc(F)cc1)c1c(N)n(Cc2ccccc2)c(=O)[nH]c1=O	12	3	-2	-9	-5	3	1	-3	-1
COC(=O)c1cc(-c2ccc(Br)cc2)c2c(=O)[nH]c(=O)n(C)c2n1	-2	-322	-4	-10	-1	-6	1	20	-3
CS(=O)(=O)c1ccc2nc(NC(=O)c3ccc(N4C(=O)CCC4=O)cc3)sc2c1	1	.	7	-9	0	-15	.	33	-5
COc1cc(/C=N/NC(=O)c2c(C)nc3ccc(Cl)cn23)cc(OC)c1OC	6	-267	-3	-6	0	7	3	-8	-3
CCOC(=O)N1CCN(C(=O)CNC(=O)C23CC4CC(CC(C4)C2)C3)CC1	-10	12	-3	-8	-6	2	-1	-7	-2
O=C(Nc1ccc(F)cc1)C1CCN(S(=O)(=O)c2ccc3[nH]c(=O)oc3c2)CC1	9	13	1	-18	-5	-9	2	-8	0
O=C(CSc1nnc(-c2ccc(O)cc2)o1)Nc1ccccc1	-8	9	-1	-11	-6	0	2	9	0
CCOC(=O)C1CCN(c2ccc([N+](=O)[O-])cc2S(=O)(=O)N2CCOCC2)CC1	1	12	-7	-18	3	16	1	-2	0
Cc1cccc(-c2nc3ccccc3c(=O)n2NC(=O)c2cccnc2Cl)c1	6	2	-8	8	2	-12	1	2	-1
COc1cccc(-c2nn(-c3ccccc3)cc2CNC(C)Cn2cncn2)c1 (stereo not drawn)	10	6	-4	-10	1	3	-1	-3	-1
CN(C)C(=O)N1CCC(C(=O)NCc2cccs2)CC1	2	12	-11	-5	-1	-3	0	1	-3
O=S(=O)(NCc1ccc(C(F)(F)F)cc1)c1ccc(-n2cnnn2)cc1	2	0	-3	7	-7	9	0	4	1
C[C@H](NC(=O)c1ccccc1Cl)C(=O)NCCc1ccc(S(N)(=O)=O)cc1	1	4	-6	-5	8	-17	-3	4	0
Cc1cc([N+](=O)[O-])nn1Cc1ccc(F)cc1	.	8	2	.	.	-6	0	.	.
CCC(C)(C)C1CCc2[nH]nc(C(=O)NCC3CC3)c2C1 (stereo not drawn)	5	15	2	-7	-12	21	0	-7	-8
CC(C)(C)C(=O)NC(NC(=S)Nc1ccc(S(N)(=O)=O)cc1)C(Cl)(Cl)Cl (stereo not drawn)	0	21	-1	14	-1	-1	-2	7	0
O=C(C1=C(O)C(=O)N(CCc2ccccc2)C1c1ccncc1)c1cc2ccccc2o1 (stereo not drawn)	-5	-39	-5	3	-10	-22	-1	0	-1
Cc1nc(-c2cc(-c3ccc(Cl)cc3)no2)cs1	92*	17	-1	76*	68*	3	-1	2	-4
Cc1c(NC(=O)c2ccccc2)c(=O)n(-c2ccccc2)n1C	9	14	-5	16	10	0	0	4	1
S=c1[nH]nc(Cc2cccs2)n1-c1cccc2ccccc12	5	8	-6	-4	-2	41	1	16	4
O=C(NCc1ccco1)c1ccc(CS(=O)(=O)Cc2ccc(Cl)cc2)o1	-4	12	13	0	1	-7	0	5	2
Cn1cnnc1Sc1ccc(C(=O)NCCC(c2ccccc2)c2ccccc2)cc1[N+](=O)[O-]	4	-11	-5	14	0	25	0	-1	-4
O=C(Cc1ccc2c(c1)CCCC2)Nc1ccc2ccccc2c1	8	-31	-1	5	-7	20	-10	2	-1
Nc1nc2nccc(-c3cccnc3)n2n1	6	-367	-6	9	-3	5	2	4	1
CCCN(Cc1cc2cc(C)ccc2[nH]c1=O)C(=O)c1cccc([N+](=O)[O-])c1	8	11	-8	3	4	3	0	1	-2
Cc1cc(C)nc(SCc2ccc(C(=O)N/N=C3\CCCC(=O)C3)cc2)n1	-2	-10	3	-2	1	-5	-33	0	-3
CCOC(=O)C1CCCN(CCC(C)c2ccccc2)C1 (stereo not drawn)	3	24	13	1	7	0	1	-4	-2
CCn1c(SCC(=O)N2CC(=O)Nc3ccccc32)nnc1-c1ccoc1C	-1	27	0	0	-2	-3	-1	5	2
CN(CC(=O)Nc1c(Cl)cccc1Cl)C(=O)C1CC(=O)N(Cc2ccccc2)C1 (stereo not drawn)	-4	18	-1	-8	-11	-5	1	-4	-2
CC(C)n1c(SCC(=O)Nc2nc3c(s2)CCCC3)nc2c1c(=O)n(C)c(=O)n2C	-7	14	2	-16	-10	14	1	4	0
COc1ccccc1C(=O)NCC1CCN(c2ccc(S(=O)(=O)N3CCOCC3)cc2)CC1	-9	-1	2	-13	-3	-12	-1	6	1
COc1ccc2[nH]c3c(=S)nc[nH]c3c2c1	4	-157	22	-2	-3	38	-7	-282	3
CCOc1ccccc1CN1CCNC(=O)C1CC(=O)N(C)C1CCOCC1 (stereo not drawn)	3	-58	0	16	7	15	-12	0	1
CCn1nnnc1SCC(=O)N1CCCc2ccccc21	8	20	-1	-2	4	0	2	-6	-1
CCN(CC)c1ccc(S(=O)(=O)N2CCOCC2)cc1NC(=O)C1CC1	11	15	2	-4	3	-2	0	7	5
COc1cc(OC)cc(C(=O)N2CCN(c3ccccn3)CC2)c1	2	20	0	-5	3	0	2	-4	0
O=C1c2ccccc2-c2onc3ccc(N4CCCC4)c1c23	.	81*	19	.	.	45	-41	.	.

Continued:
SMILES	SENP7 block	SENP8 block-1	HKDC1 inh	SENP6 block	SENP8 block-2	PfG6PD inh	SENP1 FRET inh	UBC13 inh	MIN6 prolif
O=C(NCc1ccccc1F)C1CCN(S(=O)(=O)c2ccccc2)CC1	-15	13	-7	-35	-8	-3	3	3	-1
COc1ccc(Br)cc1CNC(=O)CCc1nc(-c2ccc(C)cc2)no1	7	6	-2	-24	-9	4	0	-8	-2
CN1C(=O)N(CC(=O)N2CCN(c3ccccc3F)CC2)C(=O)C12CCCCC2	-4	19	-4	-5	5	-2	0	5	-4
Cc1nnc2n(-c3ccccc3)c(=O)c3ccccc3n12	-4	41*	-1	3	-1	18	4	4	0
CC(C)(C)c1ccc(C(=O)NCC(=O)OCC(=O)N2CCN(S(=O)(=O)c3ccc(Cl)cc3)CC2)cc1	7	-16	2	11	5	-14	0	6	-3
NC(CCC(=O)O)C12CC3CC(CC(C3)C1)C2 (stereo not drawn)	-2	6	-1	-6	-1	-15	1	8	-1
O=C1N=c2ccccc2=C1c1[nH]c(=S)[nH]c1O	-7	14	-10	-1	-11	1	4	-139	0
O=C(NCC1CCCO1)NC12CC3CC(CC(C3)C1)C2 (stereo not drawn)	11	5	-11	-7	1	10	1	0	-2
COc1ccccc1N(CC(O)Cn1ccnc1C)S(=O)(=O)c1ccccc1 (stereo not drawn)	1	26	-9	4	-1	7	1	3	-1
CCN1CCN(C2CCCCC2NS(=O)(=O)c2ccc(Cl)cc2)CC1 (stereo not drawn)	-19	22	-5	-5	-11	-9	4	0	-3
COc1ccc(Nc2nc(C)nc3c2nnn3Cc2ccccc2Cl)c(OC)c1	0	-86	-5	8	8	-19	-27	5	0
Cc1ccc(Cl)cc1NC(=O)Cn1cc(C(F)(F)F)cc(Cl)c1=O	-4	26	-8	-7	-2	-12	-1	-9	0
